Source: PubChem BioAssay (Sanford-Burnham Center for Chemical Genomics)
Mdm2-MdmX inh: disrupts the human Mdm2-MdmX interaction. O15151+Q00987. 330,000 compounds, 3% hits. SaOS-2 split-luciferase Mdm2/MdmX complementation, luminescence. inhibition, % at 8 µM;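 active = inhibition of at least 50% at 8 µM in the primary screen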
APJ ag: activates the human apelin receptor APJ; P35414; CHO-K1 APJ PathHunter beta-arrestin, luminescence; 0% DMSO wells, 100% apelin; activation, % at 20 µM; 330,000 compounds, 0.11% hits; AID 2520;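 active = activation more than six SD over the plate average, tested at 20 µM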;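 note: 0% = DMSO alone and 100% = apelin-13 at 10 nM; some results filed as inactive read as strong as hits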
Target sequence (P35414 whole entry, looked up): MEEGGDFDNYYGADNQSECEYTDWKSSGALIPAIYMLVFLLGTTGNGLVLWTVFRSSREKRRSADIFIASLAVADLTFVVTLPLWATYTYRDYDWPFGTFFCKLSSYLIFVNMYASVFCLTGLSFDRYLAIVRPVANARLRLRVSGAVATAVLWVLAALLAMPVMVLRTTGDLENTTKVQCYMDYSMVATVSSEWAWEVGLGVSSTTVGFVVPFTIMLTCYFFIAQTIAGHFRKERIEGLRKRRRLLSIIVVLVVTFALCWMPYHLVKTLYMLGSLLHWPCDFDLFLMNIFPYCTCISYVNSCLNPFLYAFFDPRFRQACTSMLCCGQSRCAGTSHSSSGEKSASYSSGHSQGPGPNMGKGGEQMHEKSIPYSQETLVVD
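Assay system: engineered CHO-K1 APJ arrestin reporter cells; Amount: 1000 CHO-K1 reporter cells seeded per well; Dosing: one dose, 20 µM compound, 1% DMSO; Times: compound stimulation 90 min at 25 °C, detection 60 min; Measured by: luminescent beta-gal fragment complementation, chemiluminescent substrate; Read-out: APJ–arrestin association signal; Controls: DMSO vs Apelin-13 10 nM.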
CHOP UPR activ: apoptotic UPR (CHOP) activation. CHO-CHOP luciferase reporter, luminescence; percent of tunicamycin response over DMSO baseline. activation, % at 10 µM. 330,000 compounds, 0.34% hits;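 active = at 10 µM dose, activation of 40% or more, normalized to positive control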;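 note: 100% = tunicamycin at 10 µg/mL and 0% = DMSO alone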
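Assay system: CHO cells with stable CHOP pathway luciferase reporter; Buffer or medium: F12 plus 10% serum; Times: 16-18 h cell attachment, then 6 h compound exposure, 37 °C; Signal: luciferase luminescence; Read-out basis: percent activation relative to tunicamycin control; Control set: tunicamycin high control, DMSO low control.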
Jurkat NFkB inh: lowers PMA/ionomycin-induced NF-kB signal in Jurkat cells. PMA/ionomycin-induced NF-kB luciferase reporter, luminescence. inhibition, % at 4 µM. 330,000 compounds, 0.53% hits. AID 435003; in the data active = inhibition above about 50%
697 NFkB inh: inhibitors of the PMA/ionomycin-induced NF-kB reporter in 697 B cells; 697 B-cell NF-kB luciferase reporter, 16 h; inhibition, % at 4 µM; 330,000 compounds, 0.33% hits; AID 435022; in the data active = inhibition above about 35%
tim23-1 inh: growth inhibitors of tim23-1 mutant yeast; S. cerevisiae tim23-1 growth, BacTiter-Glo luminescence, 24 h; inhibition, % at 20 µM; 330,000 compounds, 1.3% hits;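 active = growth inhibition of the mutant yeast at or above 50%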;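 note: temperature-sensitive mutant grown at 25 °C; plate controls were DMSO-treated mutant yeast for no effect and medium wells lacking yeast for full effect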
APJ antagonist: blocks the human apelin receptor APJ; P35414; CHO-K1 APJ beta-arrestin complementation, luminescence; inhibition, % at 20 µM; 330,000 compounds, 0.32% hits; AID 2521;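 active = inhibition above about 40% at 20 µM, limit read from the data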;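 note: cells challenged with 10 nM apelin-13 agonist together with compound; plate controls were apelin-13 plus DMSO wells for no effect and DMSO wells lacking apelin-13 for full effect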
UPR XBP1 act: adaptive UPR (XBP1) activation. CHO-XBP1 luciferase reporter, IRE1-XBP1 UPR activation, luminescence; percent of tunicamycin response, DMSO as zero. activation, % at 20 µM. 330,000 compounds, 0.33% hits;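 active = versus positive control, 20 µM dose yields 30% or more activation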;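 note: 100% = tunicamycin at 10 µg/mL and 0% = DMSO only wells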
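Assay system: IRE1-XBP1 luciferase reporter CHO line. Input: 1000 cells/well. Buffer or medium: F12 with 10% serum. Doses: 20 µM, 1% DMSO. Times: overnight seeding at 37 °C, 6 h compound treatment at 37 °C. Technique: Steady-Glo luciferase glow luminescence, 10 min after reagent addition.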
* marks the source's active call; other numbers are inactive results. Not all compounds are listed, so the mix of outcomes need not match the whole.

structure,Mdm2-MdmX inh,APJ ag,CHOP UPR activ,Jurkat NFkB inh,697 NFkB inh,tim23-1 inh,APJ antagonist,UPR XBP1 act
c1ccc2c(CN3CCCCCCC3)c[nH]c2c1,-3,-2,14,-6,6,10,-13,5
Cc1cccc(-n2c(O)c(C=NCCN3CCNCC3)c(=O)[nH]c2=S)c1,27,-3,-2.0,-26,17,1,-4,-5
S=C=Nc1cccc(C2(N3CCCCC3)CCCCC2)c1,69*,-6,3.7,1,16,12,22,-5
Cc1ccc(OCC(=O)Nc2ccc(Cl)cc2C(=O)c2ccccc2)cc1,-2,0,-0.5,6,16,-3,9,-1
COC(=O)[C@]1(C)C[C@H]1[C@H](NP(=O)(c1ccccc1)c1ccccc1)c1ccccc1,17,-7,1.0,-14,15,-2,6,-1
CCOP(=O)(OCC)C(NC(=O)c1ccc(C)cc1)C(Cl)(Cl)Cl (configuration not stated),-9,-1,1.1,17,8,11,14,0
COc1ccc(CCNCc2ccccc2F)cc1,-29,-3,2.0,-15,-2,-10,7,3
O=c1[nH]c(O)c(/C=C2\C=NN=C2c2ccccc2)c(=O)[nH]1,19,0,1.3,6,16,13,-7,-4
COCCCn1c(-c2ccc(OC)cc2)cc(C(=O)NC2CCCCCCC2)c1C,32,-1,2.1,8,-19,39,-3,-4
O=C(COc1ccc(S(=O)(=O)N2CCOCC2)cc1)N1CCN(Cc2ccc3c(c2)OCO3)CC1,9,1,-0.3,5,-16,2,-15,0
Cc1ccc2nsnc2c1-n1c(C)nc2ccccc2c1=O,28,1,-0.1,7,-15,12,-8,-1
OCCCCO,11,-5,3.8,-6,18,7,-10,0
Cc1cccn2c(=O)c3c(nc12)N1CCCCC1C1(C3)C(=O)N(C)C(=O)N(C)C1=O (configuration not stated),16,2,0.7,-2,10,27,9,-1
O=[N+]([O-])c1ccc(N2CCCC(C(F)(F)F)C2)c2ccncc12 (configuration not stated),40,11,3.6,17,-9,34,-46,-5
Fc1cccc(C2NCc3ccccc3-n3cccc32)c1 (configuration not stated),5,-1,0.7,11,5,19,22,1
CSc1ccc(C(c2c(O)c3ccccc3oc2=O)c2c(C)n(C)n(-c3ccccc3)c2=O)cc1 (configuration not stated),14,0,3.1,-11,0,28,-3,-4
Cc1ccc(-c2nn(Cc3ccccc3)cc2C(=O)O)cc1,-8,2,-0.6,-1,11,2,-12,-4
CCn1ccnc1CN1CCCC(C(=O)c2cc(C)c(OC)c(C)c2)C1 (configuration not stated),12,-2,-2.2,3,12,-13,-3,-2
COc1ccc(/C=C2/C(=O)NC(=O)N(c3ccc(C)c(C)c3)C2=O)cc1CN1C(=O)c2ccccc2C1=O,0,0,1.1,11,-6,14,-15,1
CN1CCCN(C(=O)COc2ccc(F)cc2Cl)CC1,5,0,-0.1,-15,-7,-10,-30,0
COc1ccc2c(c1O)-c1c(OC)c(OC)cc3c1[C@H](C2)N(C)CC3,23,-1,1.7,0,13,12,-5,-7
COC(=O)C1=C(c2ccc(OCc3ccccc3)cc2)C[C@@H]2CC[C@H]1N2C(=O)NC1CCN(Cc2ccccc2)CC1,85*,8,20,22,-9,25,19,2
COC(=O)CCCC(NC(=S)N1CC2C[C@@H](C1)Cn1c2cccc1=O)C(=O)OC (some centres not stated),-5,-5,-2.6,0,-19,12,-5,5
Cc1ccc(-c2nc3ccc(Cl)cc3n2OC(=O)N(C)C)cc1,-80,-4,0.9,-144,-102,2,-16,-1
CCCC(=O)C1C(=O)NC(=O)NC1=O,3,-1,-5.0,-1,3,11,-5,-3
CCOc1cc(CNCCc2c[nH]c3ccccc23)cc(Cl)c1OC,23,1,-2.8,-12,23,8,6,-2
Fc1ccc(C2NCCc3[nH]cnc32)cc1 (configuration not stated),-5,1,-1.0,-1,1,6,3,0
O=C1NC(=O)N(Cc2ccccc2)C(=O)/C1=C\c1ccco1,9,5,2.1,-10,-21,16,4,71*
Cc1n[nH]c(C)c1CCN,3,-1,3.4,-15,-4,2,6,-3
CC(=NCC1CCCO1)c1c(O)n(Cc2ccccc2)c(=O)[nH]c1=O (configuration not stated),7,-2,-0.5,4,5,-8,-12,1
COc1cccc(C(=O)N2CCC3(CC2)OCCO3)c1,-2,1,-0.1,-17,-17,15,-1,3
CN(C)c1nc(N(C)C)nc(N(C#N)CCCl)n1,29,0,1.2,10,17,5,5,-2
CCCCCn1c(=O)c(C(=O)Nc2ccccn2)c(O)c2ccccc21,54*,1,15,10,-31,-4,4,-2
CC(C)CCNC(=O)CN1C(=O)CN=C(c2ccccc2)c2ccccc21,-14,-5,-1.9,2,15,15,-2,-1
Cn1c(O)c(C=NCCCCCCCCCCC(=O)O)c(=O)n(C)c1=O,17,-3,0.3,23,11,17,1,1
CCN1CCN(c2ccc(N)cc2)CC1,15,-1,-1.2,-18,0,-12,-14,-2
CCOC(=O)C1(CCOc2ccccc2)CCN(C2Cc3ccccc3C2)CC1,5,-3,-1.1,-1,-16,3,-2,1
COc1cc(-n2c(=S)[nH]c3ccccc3c2=O)c(Cl)cc1Cl,26,-5,1.0,14,0,52*,20,-2
CCc1ccc(N2C(=O)NC(=O)/C(=C/c3cccn3CCOc3ccc(C)cc3)C2=O)cc1,14,3,9.4,-7,-11,1,-19,8
NC(=O)c1cn(C2CCCCC2)c2ccccc2c1=O,-7,0,-2.0,-1,-11,9,9,16

Three of the compounds above, as labelled records:
CN(C)c1nc(N(C)C)nc(N(C#N)CCCl)n1
  Mdm2-MdmX inh: 29
  APJ ag: 0
  CHOP UPR activ: 1.2
  Jurkat NFkB inh: 10
  697 NFkB inh: 17
  tim23-1 inh: 5
  APJ antagonist: 5
  UPR XBP1 act: -2
Cn1c(O)c(C=NCCCCCCCCCCC(=O)O)c(=O)n(C)c1=O
  Mdm2-MdmX inh: 17
  APJ ag: -3
  CHOP UPR activ: 0.3
  Jurkat NFkB inh: 23
  697 NFkB inh: 11
  tim23-1 inh: 17
  APJ antagonist: 1
  UPR XBP1 act: 1
CCc1ccc(N2C(=O)NC(=O)/C(=C/c3cccn3CCOc3ccc(C)cc3)C2=O)cc1
  Mdm2-MdmX inh: 14
  APJ ag: 3
  CHOP UPR activ: 9.4
  Jurkat NFkB inh: -7
  697 NFkB inh: -11
  tim23-1 inh: 1
  APJ antagonist: -19
  UPR XBP1 act: 8

(cont.)
structure,Mdm2-MdmX inh,APJ ag,CHOP UPR activ,Jurkat NFkB inh,697 NFkB inh,tim23-1 inh,APJ antagonist,UPR XBP1 act
CC(Cc1cccs1)NCc1ccc(Cl)cc1 (configuration not stated),4,-7,2.9,-4,-4,-5,13,0
Cc1nc2ccccc2c(=O)n1-c1ccc(F)cc1F,11,3,0.2,-29,6,7,-3,-4
C=CCn1c(O)c(C(CC)=NCCc2c[nH]c3ccccc23)c(=O)[nH]c1=O,42,0,-1.8,24,-3,2,11,3
C[C@]12CC[C@H](O)CC1=CC(=O)C1C2CC[C@]2(C)C(=O)[C@H](O)CC12 (some centres not stated),16,-6,-1.9,-3,9,-3,9,-4
O=c1[nH]c(=O)n(-c2ccccc2Cl)c(O)c1C=NCCN1CCCCC1,7,2,-0.2,16,16,21,3,-1
COC1=C(OC)[C@]23CCc4ccc(OC)c(OC)c4[C@]2(CCN3C)CC1=O,-11,0,3.6,-6,-8,17,3,5
C=C1C/C(=C/C)C(=O)O[C@@H]2CCN3CC=C(COC(=O)[C@]1(C)O)[C@H]23,-16,-5,-2.5,-2,-15,8,20,0
CCCCCCC[n+]1ccc(-c2cc[n+](CCCCCCC)cc2)cc1,1,5,1.5,27,-61,7,7,-1
O=c1c2ccccc2nc(-c2ccccc2)n1-c1ccccc1O,19,-2,-0.3,2,-10,24,6,-2
CSc1nc2ccccc2c(=O)n1-c1cccnc1,-9,0,0.3,-1,13,19,22,1
CN1C(=O)CC(c2ccccc2)Nc2ccccc21 (configuration not stated),33,-2,-0.3,-13,16,22,26,4
O=P(Nc1cccnc1)(Oc1ccccc1Cl)Oc1ccccc1Cl,3,6,-0.2,-4,-21,15,1,-2
Clc1cccc(Cl)c1CN1CCN(c2ccccc2)CC1,-15,1,-1.3,-12,-4,14,8,-1
Cc1ccc(N(C)C(=O)Oc2cccc3cccnc23)cc1,15,-3,1.1,-6,-16,7,0,1
CCOP(=O)(OCC)C(NC(C)=O)C(Cl)(Cl)Cl (configuration not stated),30,-4,-0.3,1,9,8,5,0
c1ccc2sc(C3CCCNC3)nc2c1 (configuration not stated),-27,0,1.9,2,3,9,16,-1
N#Cc1ccccc1Cn1cc(C(=O)c2ccco2)c2ccccc21,31,1,-0.3,11,-28,18,-3,10
C[C@]12CCC3C(CC[C@H]4C[C@@H](O)CC[C@]34C)C1CCC2=O (some centres not stated),32,-2,0.6,9,-4,-21,8,-1
COC(=O)C1=C(c2ccc(F)cc2OCc2ccccc2)C[C@@H]2CC[C@H]1N2C(=O)N1CCC(O)CC1,-11,-6,1.5,7,7,27,-4,0
CN1CCN(C(=O)COc2ccc(S(=O)(=O)N(C)Cc3ccccc3)cc2)CC1,4,0,1.1,2,-31,8,22,-4
Cc1cccc(-n2c(C)nc3ccc(Cl)cc3c2=O)c1,6,-3,2.0,14,-8,19,-8,-4
CCOC(=O)c1c(C)n(C(C)C)c2ccc(OC)cc12,-25,2,0.8,-3,1,19,17,0
COc1ccc(OCCOc2cccc(C=C3C(=O)NC(=O)NC3=O)c2)cc1,-41,2,-3.8,-24,-71,19,2,-8
CC(=O)N1CC(=O)Nc2ccc(C)cc2C1c1ccccc1 (configuration not stated),2,-1,3.3,-3,-7,-3,14,-2
O=C(CN1CC(c2ccccc2)CC1=O)Nc1ccc(F)cc1 (configuration not stated),-11,-4,-1.0,-19,-11,21,11,-1
COC(=O)C(O)(c1ccc2c(c1)CCCN2)C(F)(F)F (configuration not stated),9,2,2.3,4,-9,17,3,0
C=CCNC(=O)c1c(N)n(CCN2CCOCC2)c2nc3ccccc3nc12,-10,-7,3.7,4,-3,10,29,-2
O=C(NCc1cccnc1)Nc1ccccc1Cl,7,3,0.8,13,13,13,16,12
Cc1cc(OCCN2CC2)c2ccccc2n1,31,-5,1.8,22,6,-5,8,2
Cc1cc(C)c(C(=O)N2CCC3(CC2)OCCO3)c(C)c1,15,-3,-0.6,-16,-10,11,-14,-1
CCN1C(=O)C(=Cc2cc(C)n(C3CC3)c2C)C(=O)N(CC)C1=S,4,-2,1.4,5,-18,15,-17,1
COc1ccc2c(c1)[C@@]13CCC=C[C@H]1[C@@H](C2)NCC3,22,0,-0.3,-10,-10,15,3,-1
CCN(CC)C(=O)c1ccc(NC(=O)CN2CCc3cc(OC)c(OC)cc3C2)cc1,-5,-4,0.8,-8,-11,-7,-15,-4
COc1cccc(-n2c(O)c(C=Nc3c(C)n(C)n(-c4ccccc4)c3=O)c(=O)[nH]c2=O)c1,2,-1,0.8,-11,-14,4,12,3
O=C(Cc1ccccc1)OC(COCc1ccccc1)CN1CCOCC1 (configuration not stated),-11,-2,-1.5,-12,-21,17,2,5
O=C(c1cc(F)ccc1F)C1CCCN(Cc2ccc3nonc3c2)C1 (configuration not stated),15,-4,0.6,-8,-8,2,-27,0
CCCCn1c(=O)c(C(=O)NCc2ccco2)c(O)c2ccccc21,3,0,-1.8,1,-1,-9,-10,-1
